Screens deposited in PubChem BioAssay by National Center for Advancing Translational Sciences (NCATS).
IL-1B inflam inh: inhibitors of inflammasome signaling (IL-1 beta secretion); 360,000 compounds, 4.7% hits; AID 743279; activity change, % at 57.5 µM; THP-1 LPS/ATP IL-1B secretion, AlphaLISA, 16 h; hits give low values; in the data active means activity change below about -50%; inconclusive means mostly about -30% to -49%; further: on the % scale 0 is the no-effect control and ±100 the full control effect
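Secreted IL-1B measured by AlphaLISA bead assay after 16 h compound exposure of THP-1 cells; compounds (final up to 57.5 uM) added 1 h before LPS (250 ng/mL) and ATP (1.25 mM) stimulation; lower signal means less secretion.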
HepG2 tox: counter-screen for TGF-b inhibitors: cytotoxicity in HepG2 cells | HepG2 CAGA-GFP viability, ATP luminescence, 18 h | Potency, µM (series often up to 46.1 µM), for inactives: at the highest dose activity change, negative = cytotoxicity, actives largely listed as cytotoxic | 410,000 compounds, 0.76% hits; further: potency means the concentration at half of the fitted maximal effect; some results filed as inactive show a strong effect at the top dose
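CellTiter-Glo luminescence gave cytotoxicity after 18 hours at 37 degrees C. The cells were HepG2 CAGA-GFP in 1% FBS DMEM, stimulated with 500 pg/mL TGF-beta after compound addition. %Activity was normalised to no-cell wells (complete cell-killing) and DMSO (no toxicity), and curves were fitted and classified.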
Nrf2 block: blocks Nrf2 signaling. A549 ARE-Fluc reporter, luciferase luminescence, 18-24 h. Potency, µM (top dose mostly 46 µM), inactives show top-dose activity change, negative = inhibition, actives largely listed as inhibitors. 360,000 compounds, 2.1% hits. AID 504444; further: potency means the concentration at half of the fitted maximal effect; on the % scale 0 is the no-effect control and ±100 the full control effect; nearly all actives have a fitted effect of over 60% in size
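Concentration-response testing used A549 ARE_Fluc cells at 5000 cells/well. Following an 18-24 h compound incubation, viability was read by fluorescence (Ex 405/Em 525) and luciferase output by luminescence.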
MCF10A rereplic: inducers of DNA re-replication in MCF 10A breast cells | MCF 10A DNA re-replication, Hoechst nuclear intensity, 48 h | Potency, µM (top dose mostly 46.1 µM), for inactives: at the top dose activity, positive = re-replication, usual class: activators | 350,000 compounds, 2.9% hits | AID 624296; further: potency means the concentration at half of the fitted maximal effect; % of control where 0% means no effect; nearly all actives have a fitted effect of over 50% in size
Nrf2 ARE act: Nrf2 pathway activation | AREc32 ARE-luciferase reporter (MCF7-derived line), luminescence, 24 h | Potency, µM (highest dose often 46.1 µM), inactives show top-dose activation, most hits filed as activators | 410,000 compounds, 0.31% hits; further: potency means the concentration at half of the fitted maximal effect; % of control where 0% means no effect; nearly all actives have a fitted effect of over 65% in size
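Quantitative high-throughput format: AREc32 reporter cells, 1000 per well, received compound by pin transfer and were incubated 24 hr at 37 deg C, 5% CO2, before Steady-Glo luminescence detection.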
TGFb SMAD3 inh: inhibitors of TGF-b signaling; Potency, µM (titrated, usually from 46.1 µM), for inactives: at the highest dose activity, negative = inhibition, usual class: inhibitors; HepG2 CAGA-GFP TGF-b/SMAD3 reporter, GFP fluorescence, 18 h; TGF-beta stimulated, 500 pg/mL final; 410,000 compounds, 1.2% hits; further: potency means the concentration at half of the fitted maximal effect; on the % scale 0 is the no-effect control and ±100 the full control effect; nearly all actives have a fitted effect of over 65% in size
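Inhibition was scored as loss of TGF-beta-induced (500 pg/mL final, 18 hours, 37 degrees C) GFP in HEPG2 cells carrying a CAGA-GFP reporter, in DMEM with 1% FBS. Well GFP was summed per cell; Activity was normalised to unstimulated and stimulated DMSO wells, then concentration-response fitting.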
A549 viability: kills or reduces viability of A549 cells in Nrf2 counter-screen | Potency, µM (top dose mostly 46 µM), without a hit: top-dose activity change, negative = cytotoxicity, most hits filed as inhibitors | A549 ARE-Fluc cells, CellTiter-Fluor viability, 18-24 h | 390,000 compounds, 0.16% hits; further: potency means the concentration at half of the fitted maximal effect; on the % scale 0 is the no-effect control and ±100 the full control effect
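Cytotoxicity counterscreen: CellTiter-Fluor fluorescence was measured in A549 ARE_Fluc cells after 18-24 h of compound exposure in a concentration series. The subsequent BugLite luminescent read reports ARE-luciferase activity.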
ATXN2 expr inh: ATXN2 expression inhibition | HEK-293 ATXN2-luciferase reporter, luminescence, 24 h | AID 1745845 | 360,000 compounds, 0.72% hits | Potency, µM (highest dose often 57 µM), for inactives: top-dose activity change, negative = inhibition, hits mostly inhibitors; further: potency means the concentration at half of the fitted maximal effect; on the % scale 0 is the no-effect control and ±100 the full control effect; nearly all actives have a fitted effect of over 55% in size
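qHTS (up to 57 uM final) was run with 24 h compound exposure of reporter cells at 37 °C. Each well was multiplexed: SteadyGlo luminescence measured ATXN2-luciferase expression after a fluorogenic Gly-Phe-AFC viability readout (25 uM final).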
S2 tox: reduces viability in counter-screen for ATXN expression inhibitors; AID 651635; 400,000 compounds, 0.49% hits; Potency, µM (series often up to 56.7 µM), hits mostly cytotoxic; S2 cells (HEK-293 line with an ATXN2-luciferase reporter) viability, CellTiter-Fluor protease fluorescence, 24 h; further: potency means the concentration at half of the fitted maximal effect; nearly all actives have a fitted effect of over 40% in size
Starred values were filed as active, the others as inactive; i = inactive; ? = inconclusive; . = no result given; & = joins results of further samples; [ ] = another dose, or the depositor's remark. Unless noted, the call rests on the fitted dose curve; in most records, active means well fitted curve in the direction sought with a large enough effect; inconclusive means small, poorly fitted or top-dose-only effect, or another doubt; inactive means no such curve, though single readings can be large; an effect the other way counts as inactive or inconclusive.

# | molecule | IL-1B inflam inh | HepG2 tox | Nrf2 block | MCF10A rereplic | Nrf2 ARE act | TGFb SMAD3 inh | A549 viability | ATXN2 expr inh | S2 tox
1 | O=C(NCc1ccco1)c1ccc(NS(=O)(=O)c2cccc([N+](=O)[O-])c2)cc1 | 12 | -1% | -20% | 9% | 0.2% | -4% | 3% | -7% | i
2 | O=C(Nc1ccccc1)c1ccc(CSc2ncccn2)cc1 | -9 | -29% | ? | 2% | 2.3% | 49%[activator] | -6% | 61%[activator] | i
3 | COc1ccc(OC)c(-c2cc(C(=O)N3CCN(c4ccccc4)CC3)no2)c1 | 49 | -38% | -7% | 12% | 6.7% | -1% | 2% | 41%[activator] | i
4 | Cc1cccc(NC(=O)CSCC(=O)NCc2cccc(C(F)(F)F)c2)c1 | -2 | -13% | -24% | 11% | -0.2% | 25% | -10% | -5% | i
5 | CSc1ccccc1C(=O)N1CCCC(CNC(=O)c2ccc(F)cc2)C1 (stereo not given) | 16 | -2% | 2% | 0% | -0.1% | 5% | -5% | 9% | ?
6 | Cc1nn(-c2ccccc2)c(C)c1/C=N/n1c(-c2ccc(Cl)cc2)n[nH]c1=S | 22 | 6% | -17% | ? | -0.6% | -35% | 0% | -27% | i
7 | CCCOc1ccc(N2C(=O)CC(N(C(=O)c3ccco3)c3ccc(OCCC)cc3)C2=O)cc1 (stereo not given) | -2 | 2% | 11% | -3% | -0.3% | 0% | ? | -1% | i
8 | CCn1c(=O)cc(SCC(=O)NCc2ccccn2)c2ccccc21 | -23 | -18% | ? | ? | 2.4% | 9% | -8% | 22% | i
9 | CCN(CCO)Cc1csc2c(Br)cccc12 | -6 | 1% | . | 16% | -0.2% | 1% | 9% | -8% | i
10 | Cc1cc(C)cc(NC(=S)N2CCN(Cc3ccccc3)CC2)c1 | 5 | 1% | -5% | 1% | -0.7% | ? | 6% | -24% | i
11 | CCOc1ccc(-n2c(SC(C)C(=O)OC)nc3c([nH]c4ccccc43)c2=O)cc1 (stereo not given) | . | -22% | . | . | -0.7% | -2% | 12% | 11% | i
12 | CCOC(=O)c1nccnc1C(=O)Nc1cccc(C(F)(F)F)c1 | -3 | -5% | 5% | 2% | -0.2% | ? | 0% | 3% | i
13 | N#Cc1c(N)nc(-c2ccccc2)nc1-c1ccccc1 | -4 | 3% | -13% | 0% | 9.1% | 20% | 16% | 0% | i
14 | Oc1ccc2ccccc2c1N=Nc1ccccn1 | 23 | -21% | ? | ? | ? | -46% | ? | ? | .
15 | Cc1csc(SCC(=O)O)n1 | 6 | -2% | -4% | -3% | -0.2% | -1% | -8% | -6% | i
16 | COC(=O)c1c(NC(=O)CCCOc2ccccc2C)sc2c1CCC2 | . | -6% | 7% | . | 2.7% | -3% | 5% | 0% | i
17 | C[C@H](CO)N1C[C@H](C)[C@@H](CN(C)C(=O)Nc2ccccc2)Oc2ncc(-c3ccc(C#N)cc3)cc2C1=O | -10 | -33% | . | . | 3.7% | -10% | . | 3% | ?
18 | Cc1ccc(S(=O)(=O)NC2(C(F)(F)F)NC(=O)N(c3ccc(F)cc3)C2=O)cc1 (stereo not given) | 16 | 13%&-53% | 3%&2% | -28% | 0.2%&-0.6% | 7%&-19% | 2%&2% | 10%&-8% | i
19 | Cc1ccc(O)c(NC(=O)c2cc(-c3ccccc3O)no2)c1 | . | -37% | ? | . | ? | -6% | -12% | 25% | i
20 | CCOc1ccc(-c2n[nH]c3c2C(c2ccccc2OC)N(c2ccc(Br)cc2)C3=O)cc1 (stereo not given) | . | -18% | -90% | . | -0.5% | 2% | -27% | 3% | i
21 | Cc1ccc(C(=O)N2CCC3(CC2)Oc2ccc(F)cc2C(=O)C32CC(c3ccc(Cl)cc3)=NO2)s1 (stereo not given) | ? | -3% | 8% | 3% | -0.5% | 10% | -2% | -2% | i
22 | CCN(CC#CCC(O)(c1ccccc1)C1CCCC1)C(C)C (stereo not given) | -9 | -26% | -15% | -2% | -0.6% | 3% | -3% | -6% | i
23 | COC(=O)CSc1nc(NC#N)nc(NC(C)C)n1 | 37 | -1% | 11% | -3% | -0.4% | -5% | -7% | -6% | i
24 | O=C1c2[nH]nc(-c3ccccc3O)c2C(c2ccccc2F)N1Cc1cccnc1 (stereo not given) | . | -36% | 4% | . | 0.3% | -15% | 7% | -8% | i
25 | CCNc1nc2[nH]c(=O)c3c(c2s1)OC(N)=C(C#N)C3c1ccc(C)cc1 (stereo not given) | -3 | 11% | . | 10% | -0.4% | 7% | -2% | -2% | i
26 | CC(C)c1ccc(NC(=O)C(NS(=O)(=O)c2ccc3c(c2)CCC(=O)N3)c2ccccc2)cc1 (stereo not given) | . | -8% | 11% | . | 8.3% | -22% | -9% | 52%[activator] | ?
27 | NC(=O)NC(Cc1ccccc1)C(=O)Nc1ccc(S(N)(=O)=O)cc1 (stereo not given) | 28 | -3% | ? | -1% | -0.4% | -1% | 3% | 0% | i
28 | O=c1n(-c2ccccc2)c(=O)n(Cc2ccccn2)n1Cc1ccccn1 | 9 | 11% | 7% | 15% | 0.3% | 1% | -6% | 6% | i
29 | O=S(=O)([O-])C(c1ccccc1)[n+]1ccccc1 (stereo not given) | 19 | -22% | 7% | -3% | -0.6% | -9% | -1% | 4% | i
30 | Cc1ccc(C)c(OCCNc2ncccc2[N+](=O)[O-])c1 | 0 | -8% | -20% | -3% | 2.0% | -16% | 4% | . | ?
31 | O=C(CC12CC3CC(CC(C3)C1)C2)Nc1ccc(C(=O)O)cc1 | -12 | 4% | -3% | 1% | 5.8% | 8% | 2% | 5% | i
32 | COc1ccc(CCN(C)C(=O)c2cc(-c3ccccc3)nc3ccccc23)cc1OC | 17 | -1% | -19% | -3% | -0.2% | 9% | -11% | -8% | i
33 | COc1cccc(NC(=O)c2cc(=O)c3ccccc3o2)c1 | -15 | -28% | -2% | -9% | 0.1% | 4% | 1% | . | i
34 | c1ccc2c(c1)ncn2CCn1cnc2ccccc21 | -5 | -6% | -18% | 0% | -0.2% | 16% | 0% | -1% | i
35 | C/C(=N/NC(=O)c1nnn(-c2nonc2N)c1-c1ccccc1)c1ccc2c(c1)OCO2 | -86* | 20% | -21% | -1% | -0.5% | 12% | 3% | -22% | i
36 | O=[N+]([O-])c1cc2c(c(CSc3ncccn3)c1)OCOC2 | 12 | -15% | ? | 1% | 9.8% | -3% | -9% | 20% | ?
37 | c1ccc(-c2cn(-c3ccccc3)c3ncnc(NCCCN4CCOCC4)c23)cc1 | -86* | -41% | -10% | ? | 5.1% | 13% | -4% | . | i
38 | COc1ccc(C)cc1NS(=O)(=O)c1c(C)nc2sc(C)cn2c1=O | . | 1% | 7% | . | 0.0% | 31% | 14% | . | .
39 | COCCN(C(=O)CSc1nnc(-c2cccc(Cl)c2)n1N)c1c(N)n(CC(C)C)c(=O)[nH]c1=O | -5 | -16% | . | . | 0.7% | 3% | . | . | i
40 | CC(C)OC(=O)c1nnc(Cc2ccc(F)cc2)o1 | 1 | -32% | 4% | 2% | 0.1% | ? | 3% | 6% | i
41 | N#CC1=C(N)Oc2cc(N)ccc2C1c1ccsc1 (stereo not given) | 3 | -9% | -5% | 2% | 4.5% | 1% | -2% | -13% | i
42 | O=C(COC(=O)C12CC3CC(CC(O)(C3)C1)C2)Nc1cccc(Br)c1 | -11 | -6% | -13% | 1% | 0.3% | 0% | -1% | 6% | ?
43 | O=C(/C=C/c1ccc(F)cc1)Nc1ccc(S(=O)(=O)Nc2ncccn2)cc1 | 9 | -1% | -9% | 12% | -0.1% | -1% | -1% | . | ?
44 | Cc1c(NC(=O)C2CC(c3c(F)cccc3Cl)=NO2)c(=O)n(-c2ccccc2)n1C (stereo not given) | -3 | -14% | 27% | ? | -0.3% | 0% | 23% | -4% | i
45 | Cc1c(Cl)cccc1NC(=O)CSc1nc2ncc(Cl)cc2[nH]1 | -5 | 19% | 1% | 16% | 4.7% | 20% | -4% | . | i
46 | Cc1cc(NC(=O)c2ccc(NC(=O)C(C)C)cc2)no1 | -8 | -54% | ? | -17% | 0.2% | -6% | 0% | 20% | i
47 | CC(C)CN(C(=O)CSc1nnnn1C)C1CCS(=O)(=O)C1 (stereo not given) | 1 | 0% | -11% | ? | -0.4% | -4% | 7% | -7% | i
48 | CC(C)CN(C(=O)COC(=O)c1cnccn1)c1c(N)n(Cc2ccccc2)c(=O)[nH]c1=O | -3 | -8% | -26% | 12% | 0.3% | 14% | -2% | 11% | i
49 | CN(CCOc1ccc(Br)cc1)CC(O)c1ccccc1 (stereo not given) | -2 | -48% | 1% | -5% | 4.2% | -25% | -1% | . | i
50 | CN(C(=O)CSc1nncc2ccccc12)c1ccccc1 | -87* | 1% | ? | 11% | 12% | -5% | 3% | 10% | i
51 | COc1ccc(SCCN2CCN(C)CCC2=O)cc1 | 46 | -12%&1% | 14%&14% | -5% | -0.4% | ? | 5%&3% | 7% | i
52 | O=C(O)COc1ccc(-c2nnn(CC(=O)O)n2)cc1 | 37 | 2% | . | -24% | 0.2% | -9% | 0% | 6% | i
53 | O=S(=O)(Nc1cccc(S(=O)(=O)N2CCOCC2)c1)c1cccs1 | 9 | -5% | -7% | 1% | -1.0% | -22% | -4% | 3% | i
54 | COc1ccccc1NCCC(=O)OCC(=O)NC1CCCCC1 | 5 | 10% | 19% | -1% | -0.2% | 18% | 0% | 7% | i
55 | Cc1cccc(C)c1OCC(=O)NC(Cc1c[nH]c2ccccc12)C(=O)O (stereo not given) | 4 | -13%&-26% | 9%&3% | 3% | 1.3%&0.7% | -13%&-2% | 1%&-3% | 1%&13% | i
56 | CC(C)(C)c1ccc(C2(C)NC(=O)N(CC(=O)NCc3cccs3)C2=O)cc1 (stereo not given) | -15 | -14% | -18% | -5% | 4.7% | 0% | -18% | . | i
57 | Cc1nnc(NC(=O)CCSCCC(=O)Nc2nnc(C)s2)s1 | 12 | -9% | -14% | 10% | 4.3% | -11% | -1% | . | i
